Screens deposited in PubChem BioAssay by Icahn School of Medicine at Mount Sinai.
RBX1-CUL1 inh = blocks human RBX1-Cullin-1 di-ubiquitin formation; P62877+Q13616; inhibition, % at 10 µM; 140,000 compounds, 0.6% hits; in vitro K48 di-Ub FRET, acceptor:donor ratio, 45 min; in the data active = inhibition above about 25%
Target sequence (P62877 whole entry, looked up): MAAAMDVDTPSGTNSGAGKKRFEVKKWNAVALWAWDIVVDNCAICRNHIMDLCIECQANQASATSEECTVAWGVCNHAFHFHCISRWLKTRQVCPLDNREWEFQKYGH
Target sequence (Q13616 whole entry, looked up): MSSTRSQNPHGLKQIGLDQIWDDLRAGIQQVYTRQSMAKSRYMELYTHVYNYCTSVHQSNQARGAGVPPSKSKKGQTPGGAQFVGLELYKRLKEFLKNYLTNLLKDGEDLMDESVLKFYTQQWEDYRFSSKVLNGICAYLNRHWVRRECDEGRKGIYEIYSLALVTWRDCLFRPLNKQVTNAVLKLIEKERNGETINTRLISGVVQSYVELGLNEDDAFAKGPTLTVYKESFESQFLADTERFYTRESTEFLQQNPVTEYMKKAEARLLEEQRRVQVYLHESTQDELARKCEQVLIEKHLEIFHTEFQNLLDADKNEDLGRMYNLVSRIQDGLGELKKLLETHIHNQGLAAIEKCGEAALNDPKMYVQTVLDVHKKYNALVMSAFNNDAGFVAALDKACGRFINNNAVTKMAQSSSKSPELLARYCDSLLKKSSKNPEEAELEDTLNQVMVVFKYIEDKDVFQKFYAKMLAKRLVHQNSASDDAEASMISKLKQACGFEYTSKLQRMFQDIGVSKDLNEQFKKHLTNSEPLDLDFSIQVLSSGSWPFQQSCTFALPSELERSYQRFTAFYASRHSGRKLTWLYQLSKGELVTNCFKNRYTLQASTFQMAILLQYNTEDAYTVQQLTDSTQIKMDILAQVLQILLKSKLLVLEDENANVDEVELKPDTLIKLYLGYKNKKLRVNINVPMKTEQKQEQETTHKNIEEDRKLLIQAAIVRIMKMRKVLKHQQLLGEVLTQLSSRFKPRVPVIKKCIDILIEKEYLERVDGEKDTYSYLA
An asterisk follows results filed as active; & = joins results of further samples. Some of the compounds tested; count on the stated rates, not on these rows.

SMILES	RBX1-CUL1 inh
COc1ccc(C(=O)Nc2ccc(S(=O)(=O)Nc3cc(C)nc(C)n3)cc2)cc1	8
COc1ccc(-c2cn3c(n2)sc2cc(C(=O)Nc4ccc(F)cc4)ccc23)cc1	4
Cc1ccc(NC(=O)C2CCCN(c3ncnc4onc(C)c34)C2)cc1Cl (stereo unspecified)	-3
CC(CNS(=O)(=O)c1ccc2c(c1)CC(=O)N2C)c1ccccc1 (stereo unspecified)	3
N=c1c(S(=O)(=O)c2ccc(Cl)cc2)cc2c(=O)n3ccccc3nc2n1CCN1CCOCC1	0
CC(=O)NNC(=O)c1cccc(Br)c1	-8
O=C(Nc1ccc2[nH]c(=O)nc(-c3ccccc3)c2c1)c1ccccc1	9
O=C(c1cc(COc2ccc(-n3cncn3)cc2)on1)N1CCCCO1	-2
CCOc1ccc2c(c1)-c1c(ssc1=S)C(C)(C)N2C(=O)c1cccc(OC)c1	2
COCCc1nc2ccc(C(=O)NCC(C)Oc3cccnc3)cc2o1 (stereo unspecified)	-10
COc1ccc(C(=O)NC(N2CCCC2=O)(C(F)(F)F)C(F)(F)F)cc1	-5
Cc1ccc(CCNC(=O)CCCn2nc(C)c3c(C)n(-c4ccc(C)cc4)nc3c2=O)cc1	1
Clc1cc2c(nn1)Oc1ccccc1N2	0
CCOCC(=O)Nc1ccc(C(=O)Nc2ccccc2Cl)cc1	6
O=C(COc1ccc(Cl)cc1)Oc1ccc2ccccc2c1	17
CCN(CC)CCCNC(=O)c1ccc2nc(CCc3ccccc3)oc2c1	-5
COc1ccc(N2CCN(CC(O)COC(C)(C)C)CC2)cc1 (stereo unspecified)	-6
O=C(CSc1ncc2c(n1)-c1ccccc1N(Cc1ccc(F)cc1)S2(=O)=O)NCCc1ccccc1	14
O=C1NCC2=Nc3ccccc3NC(c3ccccc3O)C12 (stereo unspecified)	-7
Cc1ccc(-n2nc(C(=O)N3CCCCC3)nc2-c2ccccc2)cc1	-3&-5
Cc1ccc(C)c(CN2C(=O)c3ccccc3S(=O)(=O)c3ccc(C(=O)NCc4ccccc4)cc32)c1	-4
Cn1c(=O)n(C)c2cc(Cl)ccc21	5
CCOCC(=O)Nc1ncnc2nc[nH]c12	0
CCC1CN(C(=O)c2ccc(N3CCSCC3)nc2)CCN1C(C)C (stereo unspecified)	0
CCCN(C(=O)CCNC(=O)Cn1cnc2ccccc2c1=O)c1cccc(C)c1	-3
CC(C)OCCCN(Cc1ccco1)C(=O)c1cc2c(s1)-c1ccccc1OC2	6
CC12CCC(C(=O)Oc3c(Br)cc(Br)c4cccnc34)(CC1=O)C2(C)C (stereo unspecified)	2
CCc1ccc(CCC(=O)N2CCN(c3cccc(C)c3C)CC2)cc1	-6
CCc1cccc(NC(=O)c2ccc(NC(=O)N3CCSc4ncccc43)cc2)c1	6
O=C(c1cccs1)c1nn(-c2ccc(Cl)cc2)c(=O)s1	-2

Filtered by structure, those above containing bromine
SMILES	RBX1-CUL1 inh
CC(=O)NNC(=O)c1cccc(Br)c1	-8
CC12CCC(C(=O)Oc3c(Br)cc(Br)c4cccnc34)(CC1=O)C2(C)C (stereo unspecified)	2

Remaining list, next part
SMILES	RBX1-CUL1 inh
CCOC(=O)c1c(N)n(-c2ccccc2CC)c2nc3ccccc3nc12	0
COC(=O)c1nc(C(=O)OC)n(Cc2ccccc2)n1	4
CCOc1ccc(-c2nonc2NC(=O)c2ccco2)cc1OCC	0
O=c1cc(O)n(-c2ccc(Cl)cc2)c(=S)[nH]1	-11
Cc1cc(OCC(=O)Nc2ccc(-c3nc4ccccc4[nH]3)cc2)ccc1Cl	-4
O=C(O)CCCN1C(=O)C(=O)C(C(=O)c2ccc(Br)cc2)C1c1ccc(F)cc1 (stereo unspecified)	-3
CCCC(O)(CCC)C(=O)N=Nc1c(O)[nH]c2ccccc12	5
CCc1c(C)sc(N2C(=N)C(C#N)C(C(F)(F)F)(C(F)(F)F)C3=C2CCC3)c1C#N (stereo unspecified)	13
O=c1c2c3ccccc3[nH]c2c2cccc3c2n1CC3	-2
Clc1ccc(OCCCCN2CCCCC2)c2ccccc12	5
CC1=CC=CN2C(=O)C(C(=O)NCc3ccccc3Cl)C(=O)N=C12 (stereo unspecified)	-7
COc1ccc(S(=O)(=O)NCCc2cn3ccsc3n2)cc1OC	-3
O=C1NN(c2ccc(Cl)c(Cl)c2)C(=O)/C1=C/c1cc2c(cc1[N+](=O)[O-])OCO2	64*
COc1ccc(-c2nc(CNC(=O)Nc3ccccc3)c(C)o2)cc1	-6
COc1cc(OC)c(C2CC(=O)Nc3cc4c(cc32)OCO4)cc1OC (stereo unspecified)	-4

An excerpt from above in order of count of non-hydrogen atoms, highest first.
SMILES	RBX1-CUL1 inh
O=C1NN(c2ccc(Cl)c(Cl)c2)C(=O)/C1=C/c1cc2c(cc1[N+](=O)[O-])OCO2	64*
CC1=CC=CN2C(=O)C(C(=O)NCc3ccccc3Cl)C(=O)N=C12 (stereo unspecified)	-7
O=c1cc(O)n(-c2ccc(Cl)cc2)c(=S)[nH]1	-11

Next part.
SMILES	RBX1-CUL1 inh
CC1(C)CC(=O)C2C(=NC3=C(C(=O)CC(C)(C)C3)C2c2ccc(OCc3ccc(Cl)cc3)cc2)C1 (stereo unspecified)	-6
NC(=O)c1ccc(NCc2cccnc2Oc2cccc(C(F)(F)F)c2)nc1	11
Cc1ccn2cc(-c3cccc(NC(=O)Nc4cccc(Cl)c4)c3)nc2c1	-4
CC(=O)c1cccc(NCN2C(=O)C3CC=C(Cl)CC3C2=O)c1 (stereo unspecified)	5
COc1ccc(CN2CCC(N3CCC(C(=O)NCc4cccnc4)CC3)CC2)cc1	2
COC(=O)C1(O)Nc2[nH]cnc2N1C (stereo unspecified)	12
Cc1ccccc1NC(=O)Cn1c(=O)n(Cc2ccco2)c(=O)c2cccnc21	4
Cc1ccc(C(=O)NCCCN2CCOCC2)o1	1
CCN(CC)CN1C(=O)C2C3c4ccccc4C(c4ccccc43)C2C1=O (stereo unspecified)	4
CC(C)(C)c1cc(Cn2[nH]c(=O)ccc2=O)cc(C(C)(C)C)c1O	-3
COc1ccc(C(=O)COC(=O)c2c(C)c(-c3ccccc3)nc3ccccc23)cc1	4
N#Cc1ccc(C(F)(F)F)cn1	-2
COC(=O)C1=C(C(=O)OC)C2=S(SC(c3ccccc3)=C2)S1 (stereo unspecified)	13
CC(C)N1C(=O)CC2(CC[N+](C)(CCOC(=O)CN3CCCC3=O)CC2)C1=O (stereo unspecified)	3
C=C(C)C1CC=C(C)/C(=N/NC(=O)c2cc(C)[nH]n2)C1 (stereo unspecified)	2

Some of the entries so far, in CSV form.
smiles,RBX1-CUL1 inh
CCN(CC)CN1C(=O)C2C3c4ccccc4C(c4ccccc43)C2C1=O (stereo unspecified),4
CC(C)(C)c1cc(Cn2[nH]c(=O)ccc2=O)cc(C(C)(C)C)c1O,-3

More records
SMILES	RBX1-CUL1 inh
COc1ccc(NC(=O)CC2C(=O)N(c3ccc(F)cc3)C(=O)N2CCc2sccc2C)cc1 (stereo unspecified)	-1
O=C(c1cccnc1)N1CCC(Oc2ccc(C(=O)N3C[C@@H]4CCC[C@H]3C4)cc2)CC1	1
Cc1n[nH]c(C)c1CCN(C)C(=O)c1cc(COc2cncc(Cl)c2)on1	9
Cc1ccc(OC(C)C(=O)N2CCN(c3ccccc3C)CC2)cc1 (stereo unspecified)	-3
CCOC(=O)c1c(NC(=O)CSc2nnc(-c3sc4ccccc4c3Cl)o2)sc(C)c1C	5
CCOc1cc(CC2=NC(=S)NC2=O)ccc1OCC(=O)O	23
O=C(COC(=O)c1cnccn1)c1ccc(Br)cc1	0
Cc1ccc(C(=O)Nc2nc3n(n2)C(c2ccc(F)cc2)CC(c2ccccc2)=N3)cc1 (stereo unspecified)	-3
COc1cccc(-c2cc(C(=O)O)c3cc(Br)ccc3n2)c1	-3
Cn1c(-c2cccc(O)c2)cs/c1=N/N=C/c1ccccc1Cl	-5
CCCCSc1nnc2c(n1)OC(c1cccc(Oc3ccccc3)c1)N(C(C)=O)c1ccccc1-2 (stereo unspecified)	11
COc1ccc(N(C(C)=O)S(=O)(=O)c2ccc(F)cc2)cc1	0
CCOc1ccccc1CNC(=O)CCC(=O)N1CCSc2ccccc21	-1
CO[C@H]1[C@H](NC(=O)c2ccncc2)c2ccccc2C12CCN(C(=O)c1csc(C(C)=O)c1)CC2	-6
Cc1ncc(CNCc2cccnc2N2CCCCCCC2)n1C	-10
CCCCN(Cc1ccccc1)S(=O)(=O)c1cc(Br)cc2c1N(C(C)=O)CC2	1
Cc1cccc(C)c1OCC(=O)Nc1c(C(=O)c2ccc(Br)cc2)oc2ccccc12	5
Cc1cc2c(n1-c1ccc(C(=O)NCCc3ccccc3)cc1)CCC(C)C2 (stereo unspecified)	0
Cc1nn(S(=O)(=O)c2ccc(Br)cc2)c(C)c1S(=O)(=O)N1CCCCCC1	1
COc1ccccc1C(=O)Oc1ccc(C(c2c(C)[nH][nH]c2=O)c2c(C)[nH][nH]c2=O)cc1	2
COc1ccc(C(=O)/C=C/c2ccccc2F)c(OC(=O)c2cccs2)c1	-4
CCCCc1nc2ccccc2n1Cc1ccc(-c2ccccc2-c2nn[nH]n2)cc1	5
Cc1ccc(COc2ccc(C3C4=C(CCCC4=O)OC(=N)C3C#N)cc2[N+](=O)[O-])cc1 (stereo unspecified)	9
COc1ccc(C(=O)c2cc3ccccc3cc2N)cc1	0
CCn1nc(C)c(CCN(C)C(=O)Nc2cc(OC)c(OC)c(OC)c2)c1C	-15
CO[C@H]1[C@H](NC(=O)c2ccncc2)c2ccccc2C12CCN(C(=O)c1cc3cc(C)ccc3[nH]1)CC2	12
N#CC1C(=N)Oc2n[nH]c(-c3ccc4c(c3)OCO4)c2C1c1ccc(F)c(Br)c1 (stereo unspecified)	-6
COc1ccccc1CN1C[C@@H]2C[C@@H](c3cccc(O)c3)N3CCC[C@@]23C1=O	0
CC(C)(C)c1cc(C(=O)NCc2cccnc2)ccn1	-3
O=C(Nc1cccc(F)c1)c1ccc(S(=O)(=O)N2CCOCC2)cc1	1
CCCC(=O)NCc1ccc(C)cc1	7
CCCC(=O)Nc1cc(Cl)ccc1N1CCOCC1	-3
O=C(Nc1ccc(Br)cc1)C1CCCCC1	0
COc1cccc(C(=O)Oc2cc(C)c(Cl)cc2C(C)C)c1	-6
CCCN(CCC)c1nc(-c2ccccc2F)nc2ccccc12	-3
CCN(CC)CCOC(=O)c1ccc(NC(=O)c2cc3c(=O)n(CC)c4ccccc4c3s2)cc1	-12
CN(c1cccc(NS(=O)(=O)c2ccc(Br)s2)c1)S(C)(=O)=O	0
CC1=C(C(=O)N2CCc3onc(-c4ccc5c(c4)OCO5)c3C2)OCCO1	-10
O=C(CSc1n[nH]c(-c2ccccc2Cl)n1)N1CCN(c2ccc(F)cc2)CC1	-4
COc1ccccc1CN1CCCC(CN(CCN(C)C)C(=O)C2(C(N)=O)CC2)C1 (stereo unspecified)	16
O=C1NC(=Nc2ccccc2)S/C1=C/c1ccc(Oc2ccccc2)cc1	-3
Cc1[nH]nc2c1C1(C(=O)N(CCc3ccccc3)c3ccccc31)C(C#N)C(=N)O2 (stereo unspecified)	9
O=C(Nc1nnc(Cc2ccccc2)s1)c1ccccc1	-14
Cc1cc(C(F)(F)F)nc(CNC(=O)Nc2nncs2)n1	10
CCOc1ccc(CCNC(=O)c2ccc3c(c2)N(Cc2ccc(F)cc2)CCS3)cc1	5

Next part, starting with the last 3 of the part before.
SMILES	RBX1-CUL1 inh
O=C(Nc1nnc(Cc2ccccc2)s1)c1ccccc1	-14
Cc1cc(C(F)(F)F)nc(CNC(=O)Nc2nncs2)n1	10
CCOc1ccc(CCNC(=O)c2ccc3c(c2)N(Cc2ccc(F)cc2)CCS3)cc1	5
Cc1nc(N2CCC(C(=O)NCc3ccc(F)c(F)c3)CC2)nc2cc(S(C)(=O)=O)ccc12	4
CC(Cc1ccccn1)N1CCC(Oc2cccc(C(=O)N(C)CCN(C)C)c2)CC1 (stereo unspecified)	-3
O=C(c1c(F)c(F)c(F)c(F)c1F)N1CCN(Cc2ccco2)CC1	7
O=C(N/N=C1/CC2C=CCC12)c1ccc(Br)o1 (stereo unspecified)	7
CCOC(=O)c1c(NC(=O)C(C)(c2ccccc2)c2ccccc2)sc2c1CCCC2	-2
Cc1c(C(=O)Nc2cccc(C#N)c2)sc2nc3n(c(=O)c12)CCCCC3	-4
C=CCOc1ccc(/C=C2\SC(=S)N(CC)C2=O)cc1OC	14
Cc1ccc(CN2CCCn3nc(C(=O)NCCc4ccccc4C)cc3C2=O)cc1	5
Cc1cccc(N=C2CC(c3cccc(Br)c3)N(c3cccc(C)c3)C2=O)c1 (stereo unspecified)	-1
CCOc1ccc2ccccc2c1C(=O)N1CCCCC1C (stereo unspecified)	9
CC1=NC(=S)NC(/C=C/c2ccccc2)C1C(=O)OCc1ccccc1 (stereo unspecified)	16
CCCc1ccc(C(=O)NCC2CCCO2)cc1 (stereo unspecified)	2
COc1ccccc1N1CCN(C(=O)Cn2cnc3onc(-c4ccc(F)cc4)c3c2=O)CC1	1
COc1ccc(-c2ccc3c(c2)CC(CNC(=O)c2cccc(-n4nc(C)cc4C)c2)O3)nn1 (stereo unspecified)	3
Cc1ccc(/C=C/c2onc(C)c2S(=O)(=O)N2CCC(C(=O)NCC(C)c3ccccc3)CC2)cc1 (stereo unspecified)	0
Cc1ccc(C(=O)Nc2ccc(N3CCCC3)c(Cl)c2)cc1	6
COc1ccc(-c2cc(-c3cccs3)nc3sc4c(=O)[nH]cnc4c23)cc1	6
